Bioassay records deposited in PubChem by several laboratories.
Siah-1 displacement: blockers of Siah-1 interaction with plectin peptide – biochemical, fluorescence polarization, rhodamine-plectin, uHTS, primary screen (AID 1817). Siah-1 / rhodamine-plectin peptide fluorescence polarization; higher % means a stronger effect. displacement, % at 20 µM; hits with a dose series show IC50 in µM. actives 0.02% (n = 290,000);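 active means displacement of at least 50% at 20 µM, with a fluorescence ratio check between 0.3 and a set limit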;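 further: plate controls were Siah plus tracer with DMSO for no effect and tracer alone without Siah for full effect; strong numbers were not always called active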
XIAP displacement: XIAP antagonists, biochemical, IAP family, fluorescence polarization (AID 1018); actives 0.007% (n = 200,000); XIAP BIR domain, fluorescence polarization peptide displacement; higher % means a stronger effect; displacement, % at 20 µM; hits with a dose series show IC50 in µM; in the data active means displacement above about 50%; further: a part of the inactive calls stands beside numbers as strong as those of hits
TNAP activators: stimulation of alkaline phosphatase TNAP activity – biochemical, luminescent, no phosphate acceptor, uHTS, primary screen (AID 1001); actives 0.03% (n = 200,000); purified TNAP, luminescent activation assay, no phosphate acceptor; higher activation fold means a stronger effect; one-dose activation fold at 20 µM; EC50 in µM for titrated hits; in the data active means activation fold from about 3, or a potency from the dose series; inactive means the rest, 99 in 100 with activation fold below about 1.6; further: many of its hits are not listed in these tables
WT yeast gro inh: growth inhibition of WT yeast, mitochondrial fusion screen | mitochondrial fusion phenotypic screen, WT strain | inhibition, % at 10 µM | actives 2.1% (n = 190,000); in the data active means inhibition above about 58%; tested in S. cerevisiae
human PMI inhibitors: MPI inhibition at elevated mannose 6-phosphate – biochemical, fluorescence intensity, high mannose 6-phosphate, primary screen (AID 1220); recombinant PMI enzyme, coupled fluorescence intensity; higher % means a stronger effect; actives 0.66% (n = 190,000); inhibition, % at 20 µM; hits with a dose series show IC50 in µM
Salmonella PhoP GFP: PhoP-dependent GFP reporter repression – Salmonella Typhimurium, primary screen (AID 1863). S. Typhimurium PhoP-regulated promoter GFP reporter, 4 h; higher % means a stronger effect. inhibition, % at 50 µM, or IC50 in µM where a hit was titrated. actives 0.16% (n = 300,000);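 active means inhibition over 29.93%, a cutoff 3 SD above the screen mean, later confirmed by dose response; inconclusive means inhibition over 29.93% but no dose response follow-up; inactive means inhibition at most 29.93% or unconfirmed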;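 further: 0% = low Mg2+ inducing control and 100% = high Mg2+ repressing control; strong numbers were not always called active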
RSV antiviral HEp-2: inhibition of RSV-induced cytopathic effect – HEp-2 cells, primary 10 µM value included (AID 2391); HEp-2 cells, RSV-induced CPE inhibition; higher % means a stronger effect; one-dose CPE inhibition, % at 10 µM; IC50 in µM for titrated hits; actives 0.13% (n = 310,000); in the data active means a potency from the dose series; inconclusive means CPE inhibition mostly from about 23% at the one dose, without a potency; inactive means the rest, 99 in 100 with CPE inhibition below about 21%; further: strong numbers were not always called active
PMI inhibitors: inhibitors of human PMI, primary screen, biochemical, fluorescence intensity, coupled assay (AID 1209); purified PMI enzyme, coupled fluorescence intensity; higher % means a stronger effect; actives 0.42% (n = 190,000); inhibition, % at 20 µM; hits with a dose series show IC50 in µM;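 further: plate controls were DMSO vehicle for no effect and wells lacking substrate for full effect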
Myeloid diff MLP: myeloid differentiation induction | ER-HoxA9 myeloid progenitors, lysozyme-GFP differentiation, flow cytometry | calls only at 10 µM | actives 1% (n = 360,000) | AID 624256;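 active means normalized GFP-positive differentiation at or above the plate's own cutoff, the solvent-only control mean plus 3 SD; inconclusive means no clear call, values can overlap the other calls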;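 further: cells exposed to compound for four days before flow analysis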
WT yeast gro inh mutant strain: second read-out of WT yeast gro inh, no call of its own (marks repeat the call); inhibition, %; mitochondrial fusion phenotypic screen, mutant strain inhibition
Myeloid diff MLP GFP+ MAC1+ %: recorded beside Myeloid diff MLP, whose call it bears; GFP+ MAC1+ double positive, %; measured here: differentiation confirmed by MAC1 staining
Active calls of the source: *; i = inactive; ? = inconclusive; . = not tested or not shown. Unless noted, no stated cut-off is given here; in the data, active means inhibition above about 50%; inactive means the rest.

SMILES	Siah-1 displacement	XIAP displacement	TNAP activators	WT yeast gro inh	WT yeast gro inh mutant strain	human PMI inhibitors	Salmonella PhoP GFP	RSV antiviral HEp-2	PMI inhibitors	Myeloid diff MLP	Myeloid diff MLP GFP+ MAC1+ %
O=C(Nc1cccc(C(=O)N2CCCCCC2)c1)c1ccco1	1%	-0.5%	1.2	5	2	7%	-2%	4.0%	7%	i	0.0
CCOC(=O)c1ccc(NS(=O)(=O)c2ccc3oc(=O)[nH]c3c2)cc1	1%	.	.	.	.	.	2%	19%	.	i	0.3
CC(=O)COc1ncnc2c(Cl)cc(Cl)cc12	-1%	-19%	1	0	-12	10%	-4%	1.9%	8%	i	0.2
COc1ccc(NC(=O)C2(c3ccc(NC(=O)c4ccc(OC(C)=O)cc4)cc3)CCCC2)cc1	2%	-4.1%	1.1	27	24	0%	-8%	1.9%	4%	i	1.1
c1ccc(-c2cc3ccccc3nc2N2CCCC2)cc1	-2%	-7.4%	1	-8	1	4%	-5%	?	6%	i	0.4
O=C(Nc1cccc(-c2nc3ccccc3s2)c1)c1cc(-n2cnnc2)ccc1Cl	4%	-0.4%	1.1	-7	3	4%	3%	21%	3%	i	1.2
CCOc1ccc(CN2C(=O)c3ccccc3C2C(=O)NCc2cccnc2)cc1 (stereo unspecified)	-2%	3.5%	1.1	-6	1	8%	12%	-1.1%	14%	i	7.1
C/C(=N\NC(=O)c1ccco1)c1cc(Cl)sc1Cl	7%	.	.	.	.	.	2%	4.6%	.	i	1.0
Fc1cccc(Nc2cc(-n3cccn3)ncn2)c1	-4%	-1.5%	1	10	18	1%	-6%	0.7%	4%	i	5.8
O=C(CSc1ncccn1)N1CCCC1	0%	.	.	.	.	.	2%	0.2%	.	i	1.6
CCC1Oc2ccccc2N(CC(=O)NCCC2=CCCCC2)C1=O (stereo unspecified)	0%	-0.2%	1	-25	-16	1%	-7%	-1.8%	-1%	i	8.2
CCn1nc(C)c(/C=N/NC(=O)CSc2ccccn2)c1C	-3%	.	.	.	.	.	0%	3.8%	.	i	1.0
CCOC(=O)CNC(=O)C1(/C=C/c2ccccc2)CC(=O)N1c1ccc(C)cc1 (stereo unspecified)	-4%	.	.	.	.	.	8%	14%	.	i	0.3
COC(=O)c1ccc(NC(=O)c2ccco2)cc1	3%	1.0%	1	-5	15	5%	-5%	7.6%	-2%	i	1.1
Cc1ccc(NC(=O)c2ccccc2O)cc1	2%	-14%	1.1	56	58	-4%	7%	-1.0%	-7%	i	1.0
c1ccc(Nc2nc(N3CCOCC3)c3ccccc3n2)cc1	-1%	34%	1.1	45	46	2%	7%	?	15%	i	0.8
COc1ccccc1C(=O)OCc1ccc2sc(C)nc2c1	-1%	-2.4%	1.1	-11	3	-2%	6%	0.9%	0%	i	0.6
CCOc1ccccc1CNC(=O)C1CCN(c2nnc(C)c3c(C)n(-c4ccc(C)cc4)nc23)CC1	0%	.	.	.	.	.	12%	16%	.	?	.
O=C(NCCCn1ccnc1)/C(=C\c1cccnc1)NC(=O)c1ccccc1F	3%	-8.7%	1	2	0	-4%	5%	1.6%	-5%	i	0.1
O=C(C1CC1)N1CCC(C(O)(c2ccccc2)c2ccccc2)CC1	-3%	-11%	1	-10	-14	5%	12%	1.6%	5%	i	2.0

An excerpt from above in order of the Myeloid diff MLP GFP+ MAC1+ % value, ascending:
molecule,Myeloid diff MLP GFP+ MAC1+ %
CCOC(=O)CNC(=O)C1(/C=C/c2ccccc2)CC(=O)N1c1ccc(C)cc1 (stereo unspecified),0.3
Cc1ccc(NC(=O)c2ccccc2O)cc1,1.0
CCC1Oc2ccccc2N(CC(=O)NCCC2=CCCCC2)C1=O (stereo unspecified),8.2

Continuation:
SMILES	Siah-1 displacement	XIAP displacement	TNAP activators	WT yeast gro inh	WT yeast gro inh mutant strain	human PMI inhibitors	Salmonella PhoP GFP	RSV antiviral HEp-2	PMI inhibitors	Myeloid diff MLP	Myeloid diff MLP GFP+ MAC1+ %
COc1ccc([C@@H]2[C@@H]3C(=O)N(C(C)(C)C)C(=O)[C@@H]3[C@]3(Cc4ccccc4)C(=O)N(c4ccc(C(F)(F)F)cc4)C(=O)N23)cc1	-3%	.	.	.	.	.	7%	7.6%	.	i	2.1
N#C/C(=C\c1c(N2CCN(c3ccccc3)CC2)nc2ccccn2c1=O)S(=O)(=O)c1ccccc1	3%	.	.	.	.	.	-5%	2.5%	.	i	4.5
COc1ccc(Nc2nc(N3CCCC3)nc3ccccc23)c(OC)c1	4%	-5.0%	1.1	23	34	10%	-2%	22%	19%	i	7.5
COc1ccc(N2C(=O)CC(N3CCN(c4ccc(C(=O)c5cccnc5)cc4)CC3)C2=O)cc1 (stereo unspecified)	3%	-5.8%	1.1	-1	22	0%	-6%	0.4%	1%	i	3.2
COc1cc(Nc2nc3ccccc3nc2NS(=O)(=O)c2ccc([N+](=O)[O-])cc2)cc(OC)c1OC	-2%	.	.	.	.	.	-5%	?	.	i	1.8
CCOCCCNCc1cn(-c2ccc(F)cc2F)nc1-c1ccccc1C	5%	-5.3%	1.2	23	17	-3%	-10%	0.0%	4%	i	0.7
O=C(Nc1nnc(-c2ccccc2)o1)c1ccc(Cl)cc1	-4%	-2.5%	1.1	28	21	-8%	-9%	-4.9%	2%	i	1.8
NC(=O)CCN1CCCCC1	-3%	-12%	1	-10	-12	-1%	-5%	2.4%	1%	i	0.3
CCC(=O)N1CCc2cc(OC)c(OC)cc2C1COc1ccccc1OC (stereo unspecified)	28%	3.6%	1.2	-6	4	2%	-1%	.	-4%	i	0.2
Cc1oc(-c2ccccc2F)nc1CSCC(=O)NCc1ccc2c(c1)OCO2	3%	-3.6%	1.1	3	-25	-1%	-4%	15%	2%	i	0.5
CCOC(=O)c1c(N)sc(C(O)(C(F)(F)F)C(F)(F)F)c1-c1ccc(OC)cc1OC	0%	-6.8%	1	9	10	17%	-2%	-1.7%	10%	i	5.3
O=C(c1ccccc1)c1nccc2ccccc12	8%	-4.1%	1.1	-4	4	36%	11%	4.3%	41%	i	0.9
COC(=O)c1sccc1NC(=O)c1c(C)cc(=O)oc1C	1%	-4.8%	1.1	-3	-1	-6%	-3%	1.3%	-13%	.	.
CC(C)NC(=O)CS(=O)(=O)c1ccccc1	10%	.	.	.	.	.	5%	-0.9%	.	i	0.7
COc1ccccc1NS(=O)(=O)c1cccc2cccnc12	2%	-4.9%	1.1	-4	2	9%	-9%	3.7%	11%	i	1.5
COc1ccc(CN2CCN(C(C)C)C(CCO)C2)cc1Cn1cncn1 (stereo unspecified)	0%	-17%	1	7	-4	6%	-2%	0.0%	4%	i	0.7
COc1ccccc1C1CC(c2ccccc2)=NN1S(=O)(=O)c1ccccc1 (stereo unspecified)	-4%	.	.	.	.	.	-9%	?	.	i	0.5
Cc1cccc(CN2C(=O)c3ccccc3S(=O)(=O)c3ccc(C(=O)NCCCN4CCCC4)cc32)c1	-2%	.	.	.	.	.	-13%	-0.4%	.	?	.
CCOC(=O)CSc1nc(-c2ccccc2)nc2ccc(F)cc12	-1%	-2.2%	1.1	-8	4	17%	-16%	0.6%	14%	i	2.3
Cc1cc(Br)ccc1NC(=O)CN1C(=O)CCC1=O	0%	-2.0%	1.1	8	12	0%	-13%	1.9%	4%	i	0.8
Cc1cc(N2CCC(C)CC2)nc2ccc(N3C(=O)CCC3=O)cc12	-6%	-2.3%	1.1	0	22	6%	8%	0.7%	8%	i	1.4
Cc1cc(C)n(CC(=O)c2ccccc2)c(=O)c1C#N	-3%	-2.0%	1	-8	-4	3%	4%	1.3%	-2%	i	2.0
Cc1ccn2c(NC3CCCC3)c(-c3cccs3)nc2c1	-2%	-7.0%	1.2	30	28	-11%	13%	3.6%	-5%	i	0.5
Cc1cc(NC(=O)CSc2nc(-c3ccc(Cl)cc3)cs2)no1	8%	-3.5%	1.1	-19	6	10%	4%	1.5%	9%	i	2.5
CC(=O)c1cccc(NC(=S)N2CCN(S(=O)(=O)c3ccc(F)cc3)CC2)c1	6%	.	.	.	.	.	4%	0.7%	.	i	0.6
COc1ccc(CNC(=O)c2cc(-c3ccc(OC)c(OC)c3)on2)cc1	0%	-2.6%	1.1	-3	-6	5%	-15%	0.7%	6%	i	12

Reformatted with two lines to a compound: part of the list above
Fields: Siah-1 displacement, XIAP displacement, TNAP activators, WT yeast gro inh, WT yeast gro inh mutant strain, human PMI inhibitors, Salmonella PhoP GFP, RSV antiviral HEp-2, PMI inhibitors, Myeloid diff MLP, Myeloid diff MLP GFP+ MAC1+ %
> COC(=O)c1sccc1NC(=O)c1c(C)cc(=O)oc1C
→ 1%, -4.8%, 1.1, -3, -1, -6%, -3%, 1.3%, -13%, ., .
> CC(C)NC(=O)CS(=O)(=O)c1ccccc1
→ 10%, ., ., ., ., ., 5%, -0.9%, ., i, 0.7
> COc1ccccc1NS(=O)(=O)c1cccc2cccnc12
→ 2%, -4.9%, 1.1, -4, 2, 9%, -9%, 3.7%, 11%, i, 1.5
> COc1ccc(CN2CCN(C(C)C)C(CCO)C2)cc1Cn1cncn1 (stereo unspecified)
→ 0%, -17%, 1, 7, -4, 6%, -2%, 0.0%, 4%, i, 0.7
> COc1ccccc1C1CC(c2ccccc2)=NN1S(=O)(=O)c1ccccc1 (stereo unspecified)
→ -4%, ., ., ., ., ., -9%, ?, ., i, 0.5
> Cc1cccc(CN2C(=O)c3ccccc3S(=O)(=O)c3ccc(C(=O)NCCCN4CCCC4)cc32)c1
→ -2%, ., ., ., ., ., -13%, -0.4%, ., ?, .
> CCOC(=O)CSc1nc(-c2ccccc2)nc2ccc(F)cc12
→ -1%, -2.2%, 1.1, -8, 4, 17%, -16%, 0.6%, 14%, i, 2.3
> Cc1cc(Br)ccc1NC(=O)CN1C(=O)CCC1=O
→ 0%, -2.0%, 1.1, 8, 12, 0%, -13%, 1.9%, 4%, i, 0.8
> Cc1cc(N2CCC(C)CC2)nc2ccc(N3C(=O)CCC3=O)cc12
→ -6%, -2.3%, 1.1, 0, 22, 6%, 8%, 0.7%, 8%, i, 1.4
> Cc1cc(C)n(CC(=O)c2ccccc2)c(=O)c1C#N
→ -3%, -2.0%, 1, -8, -4, 3%, 4%, 1.3%, -2%, i, 2.0
> Cc1ccn2c(NC3CCCC3)c(-c3cccs3)nc2c1
→ -2%, -7.0%, 1.2, 30, 28, -11%, 13%, 3.6%, -5%, i, 0.5
> Cc1cc(NC(=O)CSc2nc(-c3ccc(Cl)cc3)cs2)no1
→ 8%, -3.5%, 1.1, -19, 6, 10%, 4%, 1.5%, 9%, i, 2.5
